High-throughput results from PubChem BioAssay.
USP2a inh: USP2a (human) protease inhibition; 60,000 tested, 0.1% active; Potency, µM (doses to about 38.3 µM), for inactives: top-dose activity change, negative = inhibition, hits mostly inhibitors; AID 927; USP2a enzymatic assay, qHTS inhibition;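 note: potency is the fitted concentration of half-maximal effect; nearly all actives have a fitted effect of over 60% in size; plate controls were DMSO for no effect and NEM full inhibition control for full effect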
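Coupled readout: USP2-cleaved Ub-PLA2 (20nM final) turns over NBD C6-HPC (20uM final), Ex 460nm/Em 535nm after 2.5 h, time-zero read flagging artifacts. Enzyme (20nM final, pH 8.0 Tris) given 30 min RT with compound first; NEM defines full inhibition.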
ERK AVP block: inhibitors of vasopressin-stimulated ERK signaling pathway | Potency, µM (titrated, usually from 57.5 µM), without a hit: top-dose activity, negative = inhibition, hits mostly inhibitors | HEK293-V1b, vasopressin-stimulated pERK AlphaScreen | AID 995 | 72,000 tested, 0.99% active; note: potency is the fitted concentration of half-maximal effect; % is set by controls: 0 for no effect and ±100 for the full control effect; nearly all actives have a fitted effect of over 55% in size
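HEK293 cells stably expressing V1b receptor, seeded overnight in 1% FBS, were treated with compounds for 30 min at 37C, then stimulated 5 min with 25 nM vasopressin; phospho-ERK read by AlphaScreen SureFire after lysis.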
Tau filament bind: binders of human tau filaments; P10636; recombinant tau filaments, thioflavin S fluorescence, 15 h; filaments grown with octadecylsulfate alongside compound; Potency, µM (highest dose often 57.1 µM), for the others: at the highest dose activity change, negative = inhibition; 71,000 tested, 2% active; AID 596;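 note: potency is the fitted concentration of half-maximal effect; % is set by controls: 0 for no effect and ±100 for the full control effect; actives lower thioflavin S fluorescence by blocking filaments or displacing dye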
Target sequence (P10636 whole entry, looked up): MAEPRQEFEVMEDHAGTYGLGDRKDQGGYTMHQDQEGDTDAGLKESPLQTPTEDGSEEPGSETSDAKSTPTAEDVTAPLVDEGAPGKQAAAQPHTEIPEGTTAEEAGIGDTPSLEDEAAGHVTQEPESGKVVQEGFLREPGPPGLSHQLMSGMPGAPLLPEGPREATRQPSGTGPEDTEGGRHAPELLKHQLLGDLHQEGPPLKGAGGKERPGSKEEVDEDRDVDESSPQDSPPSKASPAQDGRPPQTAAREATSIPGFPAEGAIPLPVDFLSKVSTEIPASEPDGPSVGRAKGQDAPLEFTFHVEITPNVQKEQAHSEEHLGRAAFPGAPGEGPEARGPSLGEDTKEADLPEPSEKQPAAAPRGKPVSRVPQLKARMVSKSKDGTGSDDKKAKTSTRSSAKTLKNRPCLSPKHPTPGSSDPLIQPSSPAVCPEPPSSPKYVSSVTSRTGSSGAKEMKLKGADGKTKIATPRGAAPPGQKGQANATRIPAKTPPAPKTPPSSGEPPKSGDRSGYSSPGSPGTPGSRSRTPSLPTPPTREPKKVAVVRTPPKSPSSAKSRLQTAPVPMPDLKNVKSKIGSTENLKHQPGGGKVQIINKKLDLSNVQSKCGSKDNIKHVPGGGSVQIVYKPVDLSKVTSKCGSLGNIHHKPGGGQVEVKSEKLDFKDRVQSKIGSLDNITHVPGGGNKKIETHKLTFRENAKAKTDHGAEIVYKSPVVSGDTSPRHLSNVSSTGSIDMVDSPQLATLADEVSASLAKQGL
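Thioflavine S fluorescence (ex 450, em 510 nm) reports filaments formed from 1 uM human tau plus 30 uM ODS over 15 h at 37 C (10 mM HEPES pH 7.4, 100 mM NaCl, 5 mM DTT); compounds displacing dye or blocking filaments lower signal.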
BRCT PPI green: BRCA1 BRCT-phosphoprotein interaction inhibition; P38398; BRCA1 BRCT-phosphopeptide binding, green fluorescence polarization; Potency, µM (doses to about 76.9 µM), for inactives: at the highest dose activity change, negative = inhibition, usual class: inhibitors; 75,000 tested, 0.05% active; AID 875;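 note: potency is the fitted concentration of half-maximal effect; plate controls were peptide without protein for full effect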
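Fluorescence polarization: His-tagged BRCT (~35 kDa BRCA1 C-terminus, 250 nM) bound to 100 nM fluorescein-labeled phosphorylated 10-aa BACH1 peptide, pH 7.3 phosphate buffer with DTT and Tween 20. Compounds incubated 12 min at room temperature; inhibition read as lowered polarization.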
BRCT inh red: inhibitors of human BRCA1 BRCT-phosphoprotein interaction (red fluorophore) | BRCT-phosphopeptide binding, red fluorescence polarization | AID 892 | Potency, µM (series often up to 76.9 µM), for the others: top-dose activity change, negative = inhibition, hits mostly inhibitors | 75,000 tested, 0.03% active | P38398; note: % is set by controls: 0 for no effect and ±100 for the full control effect
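Rhodamine-labelled pBACH1 10-mer (100 nM) bound to BRCT domain (100 nM) at pH 7.3; compounds incubated 12 min room temperature, polarization read. Free peptide defines full inhibition; unlabelled decapeptide titrated as control.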
CRE-bla Fsk: CRE-bla signaling modulation under forskolin stimulation; CHO CRE-bla reporter (cAMP response element driving beta-lactamase), forskolin EC10, beta-lactamase ratio; Potency, µM (top dose mostly 38.2 µM), for the others: at the highest dose activity change, negative = inhibition, actives largely listed as activators; 71,000 tested, 2.5% active; active = well fitted activation curve with a large enough effect in the signal ratio, with a control signal flat, not every such curve was filed as active; inconclusive = small, poorly fitted or top-dose-only effect, or effect the other way, or a change in a side signal; the % refers to the signal ratio; note: potency is the fitted concentration of half-maximal effect; % of control where 0% means no effect
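The 460nm/530nm emission ratio after CCF4 loading defined %Activity, from which AC50 values were obtained. CRE-bla CHO cells received compound dilution series together with an EC10 level of NKH 477 for 3 hours at 37 degrees Celsius.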
HEK293 cAMP ctrl: counter-screen for TSHR agonists: cAMP increase in parental HEK293. parental HEK293 CNG cAMP sensor, membrane potential fluorescence. Potency, µM (doses to about 57.1 µM), inactives show at the highest dose activation, actives largely listed as activators. 73,000 tested, 2.5% active; note: potency is the fitted concentration of half-maximal effect; % of control where 0% means no effect; nearly all actives have a fitted effect of over 55% in size
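Parental HEK 293 cells stably expressing a cAMP-gated CNG channel were loaded with membrane potential dye containing 100 uM RO 20-1724 for 60 min. Compound added for 30 min; depolarization read as fluorescence intensity at 590 nm.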
Luciferase inh: blocks Photinus pyralis firefly luciferase activity; purified firefly luciferase, luminescence, 8 min; Potency, µM (top dose mostly 57.1 µM), without a hit: at the highest dose activity change, negative = inhibition, usual class: inhibitors; 72,000 tested, 2.2% active; note: potency is the fitted concentration of half-maximal effect; % is set by controls: 0 for no effect and ±100 for the full control effect; nearly all actives have a fitted effect of over 40% in size
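Firefly luciferase (PKLight detection mix) with 10 uM ATP in pH 7.2 imidazole buffer (KCl, MgCl2, Tween 20, BSA). Compounds tested across a concentration series (qHTS). Luminescence read after 8 min at ambient temperature.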
Caspase-7 inhib: blocks human caspase-7 allosterically or competitively; 75,000 tested, 0.02% active; AID 889; recombinant caspase-7, Ac-DEVD-AFC fluorescence rate; Potency, µM (series often up to 57.5 µM), for inactives: top-dose activity change, negative = inhibition, actives largely listed as inhibitors; active = well fitted inhibition curve with a large enough effect in the main read-out, with a control signal flat, not every such curve was filed as active; inconclusive = small, poorly fitted or top-dose-only effect, or a change in a side signal; note: potency is the fitted concentration of half-maximal effect; % of control where 0% means no effect
Target sequence (P55210 24-198 limits assumed): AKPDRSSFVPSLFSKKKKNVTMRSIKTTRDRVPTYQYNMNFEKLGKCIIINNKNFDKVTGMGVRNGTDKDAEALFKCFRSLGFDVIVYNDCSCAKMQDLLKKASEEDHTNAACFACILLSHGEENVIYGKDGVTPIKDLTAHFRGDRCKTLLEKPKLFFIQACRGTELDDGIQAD
Target sequence (P55210 207-303 limits assumed): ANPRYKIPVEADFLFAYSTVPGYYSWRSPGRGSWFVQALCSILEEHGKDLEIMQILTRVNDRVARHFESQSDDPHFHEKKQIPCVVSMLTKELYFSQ
Casp1 inh: caspase-1 (human) inhibition, allosteric or competitive | P29466 | Caspase-1 enzyme, Ac-WEHD-AFC fluorogenic rate | Potency, µM (top dose mostly 57.5 µM), without a hit: at the highest dose activity change, negative = inhibition, actives largely listed as inhibitors | 75,000 tested, 0.03% active | AID 900;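 note: potency is the fitted concentration of half-maximal effect; plate controls were vehicle for no effect and no substrate for full effect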
A350 autofl: compounds fluorescent in Alexa 350 spectral region; Compound autofluorescence, 340/450 nm, Alexa 350 dye-equivalents; hits give high values; max dye-equivalent concentration, M; 59,000 tested, 11% active; in the data active = max dye-equivalent concentration above about 10 nM; inconclusive = mostly about 1.1 nM to 9.6 nM
* hit, by the source's call; i = inactive; ? = inconclusive; · = not tested or not shown; [ ] = another dose, or the depositor's remark. Unless noted, calls come from the whole dose curve; as a rule, active = well fitted curve in the direction sought with a large enough effect; inconclusive = small, poorly fitted or top-dose-only effect, or another doubt; inactive = no such curve, though single readings can be large; an effect the other way counts as inactive or inconclusive.

Results follow in this order: USP2a inh | ERK AVP block | Tau filament bind | BRCT PPI green | BRCT inh red | CRE-bla Fsk | HEK293 cAMP ctrl | Luciferase inh | Caspase-7 inhib | Casp1 inh | A350 autofl
- COc1ccc(NC(=O)CCN2CCCC(C)C2)cc1 (stereo unspecified)
    4% | -8% | -13% | -0.8% | 0.1% | ? | 4% | -1% | -1% | -1% | i
- COc1ccc2[nH]cc(C(=O)CN3CCCC(C)C3)c2c1 (stereo unspecified)
    10% | -7% | -19% | -2.0% | -0.7% | 29% | 11% | -3% | 2% | -1% | i
- C[C@@H](c1ccccc1)N1C(=O)[C@@H]2[C@H]3C(=CC[C@H]2C1=O)C(=O)[C@H]1O[C@H]1[C@H]3O
    · | -1%[11.5 µM] | · | -1.9%[15.4 µM] | 1.0%[15.4 µM] | · | 3%[11.4 µM] | -1%[11.4 µM] | -14%[11.5 µM] | -11%[11.5 µM] | ·
- COc1cc(Cl)c(C)cc1NC(=O)CSc1nnc(-c2ccco2)n1CC(C)C
    22% | 6% | 55% | 4.7% | -3.5% | ? | 25% | 0% | -9% | -3% | i
- CCN(c1cccc(C)c1)S(=O)(=O)c1cccc2nsnc12
    3% | 20% | ? | 0.4% | -0.1% | -2% | 23% | 3% | 4% | -1% | i
- Cn1c(=O)n(CCc2ccccc2)c(=O)c2c1nc1n2CCCN1Cc1ccccc1
    12% | ? | -13% | -4.0% | 1.8% | 9% | -5% | 3% | -2% | -2% | i
- CCOc1ccc2[nH]c(=O)c(CN(Cc3ccc(F)cc3)C(=O)N3CCCC3)cc2c1
    -2% | -26% | 1% | 0.1% | 0.0% | 7% | ? | -11% | 2% | -7% | 2e-07M*
- CCS(=O)(=O)N1CCC(C(=O)N2CCc3ccccc3C2)CC1
    6% | 3% | 1% | -0.5% | -1.7% | ? | 13% | 0% | 0% | -3% | ?
- COc1ccc(Cl)cc1NC(=O)COc1cccc(-n2cnnn2)c1
    1% | 9% | 48% | -0.4% | -0.2% | ? | ? | 4% | -1% | -1% | i
- CCCCCOC(=O)Cc1c(O)c2ccccc2n(C)c1=O
    2% | 0% | -5% | -3.9% | 1.1% | 3% | 5% | 3% | 2% | -8% | i
- COCCNC(=O)CSc1nc2ccccc2c(=O)n1-c1cccc(OC)c1
    3% | 6% | -9% | 0.7% | 0.9% | 6% | 25% | -1% | -3% | 1% | i
- O=C(CCCc1nc2ccccc2s1)Nc1nccs1
    3% | -3% | 2% | -0.7% | 0.7% | 1% | 22% | -7% | 5% | 0% | i
- c1ccc2c(NC3CCCC3)nnc(NC3CCCC3)c2c1
    2% | -8% | 42% | -1.2% | 0.4% | 0% | 5% | 3% | -3% | -2% | 8.8e-08M*
- O=C(Cn1c(NCCO)nc2ccccc21)NCCc1ccccc1
    6% | -9% | -13% | -4.8% | 0.2% | 4% | 20% | -1% | 1% | 1% | ?
- COc1cc(CNc2ccc3c(c2)CCC3)cc(OC)c1O
    14%[7.66 µM] | 8% | 6%[11.4 µM] | -1.9% | -0.5% | ? | 12%[11.4 µM] | 1% | 1% | -2% | ·
- CC(=O)CSc1nc2ccc(Nc3nc(N4CCOCC4)nc(N4CCOCC4)n3)cc2s1
    34%[activator] | -10% | 112% | -1.5% | -0.2% | ? | 1% | -1% | -3% | -4% | ·
- CCOc1cc(N2CCOCC2)c(OCC)cc1NC(=O)c1cc(-c2ccco2)nc2ccccc12
    21% | ? | 10µM* | -2.6% | -0.6% | ? | -14%[2.29 µM] | -6% | -2% | -2% | i
- O=C1CCC[C@@H](C2=CCCCC2=O)C1
    · | 4%[11.5 µM] | · | -1.2%[15.4 µM] | 0.9%[15.4 µM] | · | -4%[11.4 µM] | 1%[11.4 µM] | 0%[11.5 µM] | 2%[11.5 µM] | ·
- CCCC1CCC(c2nc(-c3cccnc3)no2)CC1 (stereo unspecified)
    2% | 14% | 2% | -4.2% | -1.4% | 7% | 12% | -3% | 1% | 0% | i
- Cc1cc(NC(=O)c2cc(C3CC3)on2)no1
    · | -6% | -7% | -2.8% | 0.7% | -8% | ? | -19% | -1% | 0% | ·
- COc1ccc(NC2=NCC(=O)N2c2ccccc2)c(OC)c1
    -2% | -10% | 6% | -3.2% | 0.0% | 0% | -7% | 5% | 0% | -4% | i
- CCN(CC)CCn1nc(C)nc1-c1ccccc1O
    4% | 37% | -2% | 2.4% | -0.3% | ? | 9% | -1% | 1% | -1% | i
- CCOC(=O)c1cccc(NC(=O)C(C)N2C(=O)c3ccccc3C2=O)c1 (stereo unspecified)
    86%[activator] | -6% | 0% | -1.6% | 0.1% | ? | 6% | 1% | 0% | -2% | i
- Cn1c(SCc2ccon2)nc2ccccc2c1=O
    -4% | -25% | 3% | 1.1% | -0.6% | ? | 8% | -1% | 1% | -1% | i
- C=CS(=O)(=O)c1ccc(Oc2ccc(S(=O)(=O)C=C)cc2)cc1
    -8% | 2.5µM* | -12% | 0.5% | 0.4% | ? | ? | -3% | 1% | -1% | i
- CCn1c(SCC(=O)Nc2ccccc2C(=O)OC)nc2c1c(=O)n(C)c(=O)n2C
    0% | -11% | -3% | -1.9% | 0.7% | 15% | ? | 1% | 2% | -1% | ·
- COc1ccc(/C=N/n2c(N)nc3ccccc32)cc1OC
    16% | -26% | 143% | 0.1% | -0.5% | ? | 20% | 6.3µM* | 0% | 2% | i
- COc1cc(NC(=O)CSc2nc(C)cs2)cc(OC)c1
    0% | -14% | -3% | 0.8% | 1.1% | 10% | 13% | -1% | 0% | -2% | i
- CCOC(=O)N1CCC(NC(=O)Cn2cccc2C(=O)c2ccccc2C)CC1
    7% | 14% | -7% | -3.6% | -0.3% | -9% | 2% | 1% | -1% | 1% | i
- Cc1cc(C)c(S(=O)(=O)Nc2cccc(C(F)(F)F)c2)c(C)c1
    · | ? | ? | -1.2% | -0.8% | ? | 5% | 3% | -11% | -3% | ·
- O=C(CCS(=O)(=O)c1cccc2nonc12)N1CCN(c2ccc(F)cc2)CC1
    7% | 3% | -10% | 0.3% | -0.7% | ? | -14% | 2% | 0% | 0% | i
- O=C(NCCc1ccncc1)C(F)(F)F
    -3% | -9% | -8% | -1.0% | -0.5% | -4% | 2% | -2% | -1% | 0% | ·
- O=C(CCCOc1ccccc1)Nc1ccncc1
    14% | ? | -6% | 1.1% | 1.1% | 12% | ? | 1% | 0% | 1% | i
- CC(=O)c1cccc(NC(=O)C2C3C=CC(C4CC34)C2C(=O)O)c1 (stereo unspecified)
    -13% | -19% | 5% | -8.3% | -5.5% | -3% | -1% | -1% | -3% | 0% | i
- O=C(NCc1ccco1)c1ccc(NC(=O)C2COc3ccccc3O2)cc1 (stereo unspecified)
    12% | -26% | 0% | -1.2% | 0.1% | -17% | -9% | 0% | -3% | -1% | i
- COc1cc(CC(=O)OCC(=O)Nc2ncc(Cl)cc2Cl)cc(OC)c1OC
    22% | -7% | -20% | 1.8% | -0.4% | -9% | 6% | 3% | -11% | 1% | i
- COc1ccc(NC(=O)C2CCCCN2S(=O)(=O)c2ccc(F)cc2)c(OC)c1 (stereo unspecified)
    11% | 10% | -25% | -7.7% | -2.3% | ? | ? | -3% | -2% | -3% | i
- CC1CCCN(Cc2nc3c(c(=O)n(C)c(=O)n3C)n2CCc2ccccc2)C1 (stereo unspecified)
    0% | 14% | -10% | -1.9% | 0.2% | 2% | ? | -1% | -1% | -1% | i
- CCOC(=O)Cc1csc(/C(=N/O)C(N)=O)n1
    -6% | -9% | -1% | 0.1% | -0.7% | -4% | 2% | -4% | -1% | 1% | i
- CCOc1ccc(OCC)c(NC(=O)C2CCN(c3nn4c(=O)cc(C)nc4s3)CC2)c1
    23% | -18% | -1% | -1.4% | -0.4% | ? | -3% | 2% | 0% | 0% | i

Filtered by structure, the entries above containing a furan ring, fused or not
Results follow in this order: USP2a inh | ERK AVP block | Tau filament bind | BRCT PPI green | BRCT inh red | CRE-bla Fsk | HEK293 cAMP ctrl | Luciferase inh | Caspase-7 inhib | Casp1 inh | A350 autofl
- COc1cc(Cl)c(C)cc1NC(=O)CSc1nnc(-c2ccco2)n1CC(C)C
    22% | 6% | 55% | 4.7% | -3.5% | ? | 25% | 0% | -9% | -3% | i
- CCOc1cc(N2CCOCC2)c(OCC)cc1NC(=O)c1cc(-c2ccco2)nc2ccccc12
    21% | ? | 10µM* | -2.6% | -0.6% | ? | -14%[2.29 µM] | -6% | -2% | -2% | i
- O=C(NCc1ccco1)c1ccc(NC(=O)C2COc3ccccc3O2)cc1 (stereo unspecified)
    12% | -26% | 0% | -1.2% | 0.1% | -17% | -9% | 0% | -3% | -1% | i
